Bioassay records deposited in PubChem BioAssay by University of Kansas High Throughput Screening Laboratory.
Pf apPOL block: Pf-apPOL inhibitors, biochemical, fluorescence; Plasmodium falciparum apicoplast DNA polymerase (apPOL); Recombinant Pf-apPOL, molecular beacon fluorescence, 1.5 h; inhibition, % at 10 µM; 210,000 tested, 0.25% active; AID 1794808, 2022
mHTT-CaM PPI inh: mutant huntingtin-calmodulin interaction inhibitors – biochemical, AlphaScreen, primary screen; AID 1671202, 2021; AlphaScreen His-mHTT/GST-CaM binding, luminescence; 190,000 tested, 3.6% active; P42858; inhibition, % at 15 µM;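 also: 0% = both proteins with DMSO and 100% = one protein alone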
An asterisk follows results filed as active; . = not tested or not shown; & = joins results of further samples. Rule as the data show it: active = inhibition above about 50%; inactive = the rest.

SMILES	Pf apPOL block	mHTT-CaM PPI inh
COc1cc(OC)c(-c2nc3cnccc3n2C)cc1OC	-3	1
CCC(=O)NCc1ccc(N2CCCCCC2)nc1	-2	3
Cn1c(Cn2cc(C(F)(F)F)ccc2=O)nnc1SCC(=O)Nc1ccc(Cl)cc1	0	.
Cc1sc2cc(C(=O)N3CCCC3)[nH]c2c1CN1CCOCC1	2	3
COc1cccc(C(=O)Nc2ccc3oc(-c4ccncc4)nc3c2)c1	-5	32
CN1CCN(C(=O)C2CC(c3ccc(F)cc3)=NO2)CC1 (stereo not drawn)	-2	-7
COc1c(C)cc(-c2ccc3nc(C(=O)NCC(C)C)cn3c2)cc1C	1	44
COc1ccc(-c2csc(Nc3ccc(S(N)(=O)=O)cc3)n2)cc1OC	-6	50*
O=C(CSc1nc2ccccc2c(=O)n1C1CCCC1)c1ccc(Br)cc1	-4	6
CCCCNC(=O)C1CCCN(S(=O)(=O)N2CCC(C)CC2)C1 (stereo not drawn)	-25	-15
NC(N)=NC(=O)c1nc(Cl)c(N2CCCCCC2)nc1N	2	.
CC1CCCCC1NS(=O)(=O)CCNC(=O)c1ccc2c(c1)OCO2 (stereo not drawn)	6	-11
O=C(CC1CCCCC1)N1CCCN(C2CCN(Cc3ccccc3)C2=O)CC1 (stereo not drawn)	0	27
CC(C)(C)C1CCc2onc(C(=O)N3CCCCC3)c2C1 (stereo not drawn)	-3	-21
CCCCNC(=O)ON=C(N)CS(=O)(=O)C(C)(C)C	1	.
COc1ccc(C2SCC(=O)N2CCc2ccc(OC)c(OC)c2)c(OC)c1 (stereo not drawn)	14	6
CN(CC(=O)Nc1ccc(C(N)=O)cc1)S(=O)(=O)c1ccc(Br)cc1	-5	5
COc1ccc(CC(=O)N2CCCC(C)(C(=O)NCc3ccc(F)cc3)C2)cc1OC (stereo not drawn)	1	19
O=C(c1cccs1)N1CCn2c1nc1ccccc12	1	6
COc1ccc(OC)c(NC(=O)c2cc3cc4ccc(OC)cc4nc3o2)c1	-4	-2

Four compounds drawn at random from the list so far:
SMILES	Pf apPOL block	mHTT-CaM PPI inh
COc1ccc(OC)c(NC(=O)c2cc3cc4ccc(OC)cc4nc3o2)c1	-4	-2
CC(C)(C)C1CCc2onc(C(=O)N3CCCCC3)c2C1 (stereo not drawn)	-3	-21
Cc1sc2cc(C(=O)N3CCCC3)[nH]c2c1CN1CCOCC1	2	3
COc1ccc(C2SCC(=O)N2CCc2ccc(OC)c(OC)c2)c(OC)c1 (stereo not drawn)	14	6

The list goes on.
SMILES	Pf apPOL block	mHTT-CaM PPI inh
Cn1nc(CNC(=O)c2ccc(Br)o2)c2ccccc21	-2	6
Cc1nn(C)cc1CNC(=O)C1C2CCC(O2)C1C(=O)O (stereo not drawn)	28	1
CSC(N=CN(C)C)=NN=Cc1c(Cl)cccc1Cl	-5	.
Cc1cccc(C)c1NC(=O)C1CC=CCC1C(=O)O (stereo not drawn)	-1	0
Cc1cc(-c2nnc(NC(=O)c3ccc(Cl)cc3Cl)o2)nn1C	0	2
CCNC(=O)C1CCCN1C(=O)Nc1ccccc1 (stereo not drawn)	-6	-4
O=C(Nc1ccccc1F)c1cn(-c2ccc(F)cc2F)c(=O)c2ccccc12	-7	13
COc1cc(C2CC(=O)c3cnc(NC(C)=O)nc3C2)cc(OC)c1OC (stereo not drawn)	-2&-7	1&-1
Cc1ccc(NCN2C(=O)C(=O)c3ccccc32)nc1	28	15
CC(C)CNC(=O)c1n[nH]c2c1CN(C(=O)Cc1ccccc1F)CC2	-3	12
COCCCn1c(=N)c(C(=O)NCCc2ccccc2)cc2c(=O)n3ccccc3nc21	0	4
Cc1ccc(C2CC(c3ccc(Br)cc3)Nc3nc(N)nn32)cc1 (stereo not drawn)	-1	50
Cn1c(C2CCN(C(=O)CCCc3ccccc3)C2)nc2ccncc21 (stereo not drawn)	-4	1
Cc1cc(C2CCCN2Cc2cn[nH]c2-c2ccc(C)c(C)c2)no1 (stereo not drawn)	5	11
O=C(COc1ccc(F)cc1)N1CCC(Nc2cccnc2)C1 (stereo not drawn)	-5	-1
N#C/C(=C\c1ccc(Cl)cc1)c1nc(-c2ccc(F)cc2)cs1	-2	3
COc1ccccc1Oc1nc2c(c(=O)n(C)c(=O)n2C)n1Cc1ccc(Br)cc1	0	-5
CCC(Oc1ccccc1)C(=O)Nc1nccs1 (stereo not drawn)	-2	0
CC(C)c1cc(C2CCCN2C(=O)C(C)(C)C)no1 (stereo not drawn)	-3	-6
Cc1nc2c(C(=O)NCCc3ccccc3)cnn2c(C)c1Cc1ccc(Cl)cc1	-5	-7
O=c1[nH]c(CNC2CC2)nc2scc(-c3ccccc3)c12	-6	5
CCC(C)NC(=O)Cn1c(=O)n(-c2ccc(F)cc2)c(=O)c2sccc21 (stereo not drawn)	-5	3
Cc1cc(C)c(S(=O)(=O)N=C2C=CC(=O)C(Br)=C2)c(C)c1	-4	53*
CC1=NN(C(=O)c2ccccc2Cl)C(O)(C(F)(F)F)C1 (stereo not drawn)	11	-1
Cc1ccc(-c2csc(/C(C#N)=C/c3cccnc3)n2)c(C)c1	-4	-34
Cc1ccnc(NC(=O)CCCOc2ccc(Cl)cc2C)c1	1	2
Cc1ccccc1-c1nc(-c2ccc3nnc(C)n3c2)no1	3	-3
Nc1ccc(C(=O)N2N=C(C(F)(F)F)CC2(O)c2ccc(Br)cc2)cc1 (stereo not drawn)	-7	21
CCOc1ccc(-n2nc3ccc(NC(=O)c4ccc(OC)c(OC)c4)cc3n2)cc1	-1	-5
COc1ccc(C2=Nn3cnnc3SC2)cc1OC	1	-1
Cc1cccc(CC(=O)N2CCc3[nH]nc(C(=O)N4CCCCC4)c3C2)c1	-2	12
COc1nc(Nc2ccc(OC(F)(F)F)cc2)nc(NC2CC2)n1	.	-3
CCOc1ccc(Oc2nc3ccc(C)cc3n3c(C)nnc23)cc1	-1	2
CCN1CCN(C(=O)c2ccc3ncnc(N4CCCCC4)c3c2)CC1	-6	5
Cn1cc(CNC(=O)c2ccc([N+](=O)[O-])cc2Cl)cn1	1	2
COCCCNC(=O)N1CC(c2nc(C)no2)C2(CCOCC2)C1 (stereo not drawn)	-1	0
O=C(CSc1nc2c(cnn2-c2ccccc2)c(=O)[nH]1)Nc1ccc(F)cc1	3	-3
O=C(CC(Nc1ccccc1)c1ccccc1)c1ccccc1 (stereo not drawn)	-1	-3
O=[N+]([O-])c1ccc(CN2CCN(c3cccc(Cl)c3)CC2)s1	-10	38
Cc1ccc(CNC(=O)N2CCN(C3=CC4=NC(C)CN4C=N3)CC2)cc1 (stereo not drawn)	-2	7
Cc1c(CNC(=O)c2cc(-c3ccc4c(c3)OCO4)nc3ccccc23)cnn1C	0	16
O=C(Cn1cc(-c2ccccc2)oc1=O)NC1CCN(Cc2ccccc2)CC1	1	-3
CNC(=O)c1cc2c(=O)n3ccccc3nc2n(CCCN2CCOCC2)c1=N	-5	-2
CC1=CC(C)(C)N(C(C)C)C(=O)N1c1ccc(C)cc1	6	-3
C=CCn1c2ccccc2n2cc(-c3ccccc3)nc12	-5	31
CC(=O)Nc1cccc(N2CC(C(=O)NCCCc3ccccc3)CC2=O)c1 (stereo not drawn)	-3	-4
Cc1ccc(OCC(=O)Nc2ccc(C)cc2[N+](=O)[O-])c(Br)c1	-2	-1
Cc1ccc(C2NC(=O)Cc3ccccc32)cc1 (stereo not drawn)	-2	4
O=C(CN1C(=O)c2ccccc2C1=O)Nc1cccc(Br)c1	0	3
CCC(=O)NCc1nc2c(n1C)CN(S(=O)(=O)c1c(C)c(C)cc(C)c1C)CC2	-5	18
COCCN=C1Nc2ccccc2NC12CCCN(C(=O)Cc1ccccc1F)C2 (stereo not drawn)	2	100*
Cc1ccc(C(=O)Nc2ccccc2Br)c(Cl)c1	4	-29
CCCOc1ccc(N2C(=O)CC(N3CCCCC3)C2=O)cc1 (stereo not drawn)	-3	-4
Cc1ccc2nc(NC(=O)c3cncc(Br)c3)sc2c1	-2	0
CCOCCCNC(=O)C1CCN(Cc2cc3ccccc3n2Cc2ccccc2)CC1	1	76*
COc1ccc(OC)c(-c2nc(NC(=O)c3ccc([N+](=O)[O-])cc3)sc2C)c1	-6	31
Cc1ccc(NC(=O)C2CCc3nc(N4CCN(C(=O)C5CCC5)CC4)sc3C2)cc1 (stereo not drawn)	-2	7
CSc1ccc(N2CC(c3nnc(NC(=O)c4cccc(F)c4)o3)CC2=O)cc1 (stereo not drawn)	-1	62*
O=C(c1ccccc1)N1CCCC(c2nc(-c3ccc(F)cc3)n[nH]2)C1 (stereo not drawn)	-1	3
C[C@H]1[C@@H](N(C)C)CC[C@@]23CCCN2C(=O)CCC[C@@H]13	0	19

Structures shown so far containing a furan ring, fused or not, in the order listed:
SMILES	Pf apPOL block	mHTT-CaM PPI inh
COc1ccc(OC)c(NC(=O)c2cc3cc4ccc(OC)cc4nc3o2)c1	-4	-2
Cn1nc(CNC(=O)c2ccc(Br)o2)c2ccccc21	-2	6

The list continues.
SMILES	Pf apPOL block	mHTT-CaM PPI inh
COc1ccc(C(Nc2cc(C)ccn2)c2ccc3ccc(C)nc3c2O)cc1OC (stereo not drawn)	-55	96*
O=C(NCc1cccs1)Nc1nc2c(F)cccc2s1	-6	-10
O=C(CSc1ncn[nH]1)Nc1ccccc1Br	-1	-2
O=C(Nc1ccccc1)C1CCCN(c2ncc(-c3ccccc3)cn2)C1 (stereo not drawn)	0	-10
CCN1CCN(C(=O)c2ccc(NC(=O)C3CC3)cc2N2CCCCCC2)CC1	-1	8
Cc1ccc(N2C(=O)CC(Sc3nc4c(cc3C#N)CCC4)C2=O)cc1 (stereo not drawn)	8	9
Cc1ccc(-c2cncc(C(=O)NCc3ccc4c(c3)OCO4)c2)cc1	-11	-2
Cn1ncc(C(=O)NC2CCCCC2)c1-n1cccc1	-8	.
CCc1ccc(S(=O)(=O)N2CCCC(C)(C(=O)NCc3cccc(OC)c3)C2)cc1 (stereo not drawn)	3	-2
COc1ccc(-c2noc(-c3ccc(SCC(=O)N4CCCCC4C)nc3)n2)cc1 (stereo not drawn)	-8	1
CCOc1ccc2nc(Nc3nc(C)c(CC)c(=O)[nH]3)nc(C)c2c1	-2	42
Cc1cc(C)c2c(=O)[nH]c(SCc3ccc([N+](=O)[O-])cc3)nc2n1	2&2	2&-1
Cc1ccc(CN2CCN(C3CCN(C(=O)NCC4CCCO4)CC3)C2=O)cc1 (stereo not drawn)	-8	1
O=C(CNC(=O)c1ccc(Cl)c(Cl)c1)Nc1ccccc1F	-7	-5
CCOc1ccc(CC(=O)N2CCC(Cc3nc4cccnc4n3C)C2)cc1 (stereo not drawn)	-6	0
O=C(NCc1ccccn1)c1cc(-c2ccncc2)nc2ccccc12	-5	2
CCCNc1cc(N2CCCC(CCC(=O)Nc3ccc(OC)c(OC)c3)C2)ncn1 (stereo not drawn)	-1	8
O=C(O)CNC(=O)Cc1ccccc1	-12	4
OCC1CCCN1Cc1ccccc1F (stereo not drawn)	-3	-5
CCN1CCn2c(nc3cc(C(=O)NCc4ccc(F)cc4)ccc32)C1=O	4	-8

The list goes on; it opens with the 2 that closed the last part.
SMILES	Pf apPOL block	mHTT-CaM PPI inh
OCC1CCCN1Cc1ccccc1F (stereo not drawn)	-3	-5
CCN1CCn2c(nc3cc(C(=O)NCc4ccc(F)cc4)ccc32)C1=O	4	-8
C=CCn1c(SCC(=O)N2CCCCC2)nc2sc3c(c2c1=O)CCCC3	-3	8
COC(=O)c1ccc(C=C2Oc3c(ccc(O)c3CN3CCCCC3C)C2=O)cc1 (stereo not drawn)	-28	52*
CCN1C(=O)COc2ccc(-c3noc(-c4ccccc4F)n3)cc21	-3	-5
Clc1cccc(N=Cc2cc3ccccc3nc2Cl)c1Cl	.	13
O=C(NCCc1ccccc1)C(=O)Nc1nccs1	-8	-6
COCCN(CCOC)Cc1c(O)ccc2c1OC(=Cc1cccc(OC)c1)C2=O	-19	15
Cc1cn([C@H]2C=C[C@@H](CO)O2)c(=O)[nH]c1=O	11	.
CC(C)c1ccc(NC(=O)C2CC3CCCN3C23C(=O)Nc2ccccc23)cc1 (stereo not drawn)	-1	23
Nc1nc(CSc2ncccn2)nc(Nc2ccccc2)n1	-4	-1&-5
Cc1ccc(-c2noc(-c3cccnc3N3CCC(C(=O)NCC(C)C)CC3)n2)cc1	-2	-15
CCOCCCn1c(SCc2nc(-c3ccc(F)cc3)no2)nc2ccccc2c1=O	-6	-4
O=C1C(c2ccccc2)=C(Nc2cc(C(F)(F)F)cc(C(F)(F)F)c2)c2ccccc21	9	.
N#CC(C#N)=Cc1ccc(-c2c(Cl)cc(C(F)(F)F)cc2Cl)o1	-5	.
O=C(Oc1ccccc1OC(=O)N1CCOCC1)N1CCOCC1	-1	3
CN(C)c1nc(N)nc(CN2C(=O)C3CC=CCC3C2=O)n1 (stereo not drawn)	.	-5
Cn1c(=O)c2c(nc(Cl)n2Cc2ccc(F)cc2Cl)n(C)c1=O	-1	-1
COc1cccc(OC)c1SC	-7&5	.
CNC(=O)N1CCC(n2c(C)nc(C(=O)Nc3cccc(OC)c3)c2C)CC1	-4	15
COCC(C)(O)CNC(=O)Nc1cccc(OC)c1OC (stereo not drawn)	-4	-12
COCCC(=O)N1CCc2c(c(-c3nc(C4CC4)no3)nn2C)C1	-5	8
CCOC(=O)c1oc2cc(O)ccc2c(=O)c1-c1ccc2c(c1)OCCO2	-1	-2
CSc1nc(C)cc(C)c1CNC(=O)c1cccc([N+](=O)[O-])c1C	-2	1

Given with values under each structure: part of the list above.
Values run as follows: Pf apPOL block | mHTT-CaM PPI inh
> CCOCCCNC(=O)C1CCN(Cc2cc3ccccc3n2Cc2ccccc2)CC1
 : 1 | 76*
> COc1ccc(OC)c(-c2nc(NC(=O)c3ccc([N+](=O)[O-])cc3)sc2C)c1
 : -6 | 31
> Cc1ccc(NC(=O)C2CCc3nc(N4CCN(C(=O)C5CCC5)CC4)sc3C2)cc1 (stereo not drawn)
 : -2 | 7
